SNCA expr inhib: inhibitors of alpha-synuclein (SNCA) gene expression; Potency, µM (doses to about 57.2 µM), without a hit: at the highest dose activity change, negative = inhibition, actives largely listed as inhibitors; HEK-293 SNCA-luciferase knock-in, luminescence, 24 h; 0.17% of 140,000 active; AID 1671194;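 also: potency is read from the fitted curve at half-maximal effect; plate controls were DMSO cells for no effect and cell-free wells for full effect; nearly all actives have a fitted effect of over 45% in size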
Luciferase inh: inhibitors of firefly (Photinus pyralis) luciferase | P08659 | purified P. pyralis luciferase, luminescence, biochemical | Potency, µM (series often up to 115 µM), for inactives: at the top dose activity change, negative = inhibition, usual class: inhibitors | 2.5% of 76,000 active | AID 1347043; also: potency is read from the fitted curve at half-maximal effect; nearly all actives have a fitted effect of over 65% in size
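Cell-free enzyme assay, 10nM P. pyralis luciferase, luciferin and ATP each at 10uM. Inhibition profiled over a 6-point titration, read as luminescence.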
GPT2 inhibitor: GPT2 alanine aminotransferase inhibition; Q8TD30; Recombinant GPT2, coupled pyruvate oxidase/HRP Amplex Red fluorescence; AID 1671188; 0.25% of 100,000 active; Potency, µM (highest dose often 57.7 µM), inactives show top-dose activity change, negative = inhibition, actives largely listed as inhibitors; also: potency is read from the fitted curve at half-maximal effect; nearly all actives have a fitted effect of over 60% in size; many of its hits are not listed in these tables
Target sequence (Q8TD30 whole entry, looked up): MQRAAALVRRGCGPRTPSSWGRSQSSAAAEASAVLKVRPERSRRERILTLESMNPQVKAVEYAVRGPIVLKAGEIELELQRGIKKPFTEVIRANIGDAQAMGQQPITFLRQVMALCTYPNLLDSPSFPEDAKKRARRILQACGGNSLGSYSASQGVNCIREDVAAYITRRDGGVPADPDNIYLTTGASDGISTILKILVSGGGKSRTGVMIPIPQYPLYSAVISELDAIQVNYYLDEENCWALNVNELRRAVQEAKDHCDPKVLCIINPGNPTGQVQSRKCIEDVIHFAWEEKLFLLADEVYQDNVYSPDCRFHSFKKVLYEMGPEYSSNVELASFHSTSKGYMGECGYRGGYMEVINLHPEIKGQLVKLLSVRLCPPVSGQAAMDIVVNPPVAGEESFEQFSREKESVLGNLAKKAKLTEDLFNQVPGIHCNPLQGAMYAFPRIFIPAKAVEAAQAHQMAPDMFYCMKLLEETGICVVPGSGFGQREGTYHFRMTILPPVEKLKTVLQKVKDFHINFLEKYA
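Recombinant GPT2 (10ng/uL) with 250uM a-KG and 2mM L-alanine, 30 min at room temperature, in HEPES pH 7.5 buffer. Pyruvate detected by pyruvate oxidase/HRP/Amplex Red fluorescence after 30 min in the dark; AOA (50uM) as positive control.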
SNCA viab count: reduces viability of HEK-293 SNCA reporter cells; HEK-293-SNCA-luc viability, GF-AFC fluorescence, 24 h; Potency, µM (highest dose often 57.1 µM), for inactives: at the highest dose activity change, negative = cytotoxicity, most hits filed as cytotoxic; 0.12% of 150,000 active;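 also: potency is read from the fitted curve at half-maximal effect; 0% = DMSO-treated cells and -100% = medium-only wells without cells; nearly all actives have a fitted effect of over 30% in size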
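HEK-293-SNCA-luc cells (1500/well) plated 24 h, then exposed 24 h to a dilution series; GF-AFC added 30 min at 37C, fluorescence 405/540 nm; normalised to medium-only and DMSO wells, Hill fit.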
NIH3T3 tox: cytotoxic compounds in NIH 3T3 cells; AID 1345082; 4.3% of 94,000 active; NIH 3T3 viability, CellTiter-Glo ATP luminescence, 48-72 h; Potency, µM (doses to about 96.7 µM), inactives show at the highest dose activity change, negative = cytotoxicity, most hits filed as inhibitors; also: potency is read from the fitted curve at half-maximal effect; nearly all actives have a fitted effect of over 55% in size
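First NIH 3T3 cells are plated at 400 cells/well; next compound is pinned in; then plates incubate 48 or 72 hr at 37 °C; finally CellTiter-Glo is added and luminescence read after 10 min.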
IP6K1 inhibitor: blocks human inositol hexakisphosphate kinase 1; 0.81% of 140,000 active; activity change, % (series mostly up to about 58 µM); Q92551; IP6K1 kinase, ADP-Glo luminescence, 2 h; active compounds read low; in the data active = activity change below about -25%
Target sequence (Q92551 whole entry, looked up): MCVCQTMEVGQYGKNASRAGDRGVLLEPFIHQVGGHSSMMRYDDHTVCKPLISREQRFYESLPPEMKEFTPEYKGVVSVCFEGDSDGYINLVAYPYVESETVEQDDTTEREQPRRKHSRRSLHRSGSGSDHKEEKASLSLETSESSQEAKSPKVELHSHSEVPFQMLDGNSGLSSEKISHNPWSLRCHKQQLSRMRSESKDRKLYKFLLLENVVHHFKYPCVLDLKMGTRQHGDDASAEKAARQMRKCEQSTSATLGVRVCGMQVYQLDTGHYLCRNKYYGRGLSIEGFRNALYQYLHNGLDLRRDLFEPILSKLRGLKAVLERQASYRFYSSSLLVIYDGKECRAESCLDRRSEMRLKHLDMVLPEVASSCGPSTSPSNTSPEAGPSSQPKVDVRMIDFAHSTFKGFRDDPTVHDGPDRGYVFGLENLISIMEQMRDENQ
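ADP-Glo luminescence measures ADP made by human IP6K1 during a 2 h RT reaction with ATP/IP6 (mix at 1.3 mM/130 uM); top library doses 57.5 and 19.1 uM final.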
HEK293 tox: cytotoxic compounds in HEK 293 cells; AID 1345083; Potency, µM (doses to about 115 µM), for the others: top-dose activity change, negative = cytotoxicity, most hits filed as inhibitors; 6.6% of 94,000 active; HEK 293 viability, ATP luminescence (CellTiter-Glo), 48-72 h; also: potency is read from the fitted curve at half-maximal effect; nearly all actives have a fitted effect of over 60% in size
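HEK 293 cells seeded at 250 cells/well were exposed to compound for 48 or 72 hr at 37 degree Celsius. Viability taken as ATP content by CellTiter-Glo luminescence.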
An asterisk follows results filed as active; i = inactive; ? = inconclusive; . = no result given; [ ] = another dose, or the depositor's remark. Unless noted, calls follow the shape of the dose curve; as a rule, active = well fitted curve in the direction sought with a large enough effect; inconclusive = small, poorly fitted or top-dose-only effect, or another doubt; inactive = no such curve, though single readings can be large; an effect the other way counts as inactive or inconclusive. Unless noted, % is scaled to controls: 0 for no effect and ±100 for the full control effect. A portion of the library, so the mix of outcomes need not match the whole.

SMILES | SNCA expr inhib | Luciferase inh | GPT2 inhibitor | SNCA viab count | NIH3T3 tox | IP6K1 inhibitor | HEK293 tox
O=C(NCC1CC1)c1ccc2c(c1)C1(CCN(CC3CC3)C1)CN2Cc1ccccc1 (stereo not drawn) | -29.7%[87.6 µM] | 13.3%[172 µM] | -11.7%[88.5 µM] | -4.6%[87.6 µM] | 79.4µM* | 11.4 | ?
CC1CCc2noc(NC(=O)c3ccc([N+](=O)[O-])cc3)c2C1 (stereo not drawn) | 62.5%[activator] | . | . | 8.6% | . | 60.6 | .
CN(C)S(=O)(=O)c1ccc2c(c1)N(CC(=O)N1CCN(c3cccc(Cl)c3)CC1)CCS2 | -17.2% | . | . | -3.0% | . | 16.7 | .
CC[C@H]1CN(C(=O)C2CC2)CC[C@H]1CC(=O)N(C)CCC#N | -22.5%[87.6 µM] | -16.1%[172 µM] | -16.4%[88.5 µM] | -3.1%[87.6 µM] | -15.8%[174 µM] | 2.5 | -19.4%[172 µM]
O=C(Nc1c(-c2ccccc2)nc2ccccn12)c1ccccc1F | 5.6% | . | . | -29.1% | . | -0.4 | .
CN1CCN(c2nc3c(s2)CN(C(=O)c2ccncc2)CC3)CC1 | ? | 9.8% | 1.5% | 4.4% | i | -4.2 | -15.0%
CCOC(=O)c1c(C)oc2nc(C)nc(NCCCN3CCN(c4cc(C)ccc4C)CC3)c12 | 0.5% | . | . | 7.3% | . | 1.6 | .
Cc1nn(-c2ccccc2)c2c1C(C)N(C1CCCN([S+](=O)([O-])c3ccccc3)C1)C2=O (stereo not drawn) | . | . | . | . | -25.0% | 7.9 | ?
COc1ccccc1N1CCN(c2ncccc2CNC(=O)C2CCCO2)CC1 (stereo not drawn) | ? | -15.8% | -12.6% | 2.9% | -20.2% | 15.5 | -24.1%
CCOc1cccc2sc(N(CCN(CC)CC)C(=O)c3ccco3)nc12 | 5.1% | . | . | -3.4% | . | -4.1 | .
CCOc1ccccc1C1NC(=O)N(CC(=O)Nc2cccc(CC)c2)C2=C1C(=O)OC2 (stereo not drawn) | -29.6% | -16.1% | i | 5.6% | -30.6% | -4.9 | ?
COc1ccccc1C(=O)N1CCC2(CC(c3cccc(C(F)(F)F)c3)=NO2)C1 (stereo not drawn) | 14.3% | . | i | 9.2% | -8.2% | 1.7 | -5.9%
Cc1cc(F)ccc1OC1CN(C(=O)c2ccccc2)C1 | 207.5%[activator][87.6 µM] | 17.8µM* | -2.3%[88.5 µM] | -7.4%[87.6 µM] | ? | 0.0 | ?
C=C1CC[C@@H]2[C@](C)(CO)[C@H](O)CC[C@@]2(C)[C@@H]1/C=C/C1=CCOC1=O | . | . | i | -15.0% | . | 3.1 | .
CCOC(=O)[C@@H]1CN(C(=O)C(C)C)[C@H]2c3ccc(OC)cc3O[C@@H]12 | . | . | . | . | ? | 6.0 | ?
COCCCNC(=O)c1ccc(CSc2nc3cccnc3n2Cc2ccc(OC)cc2)cc1 | -2.3% | . | . | ? | . | 21.8 | .
O=C(COc1ccccc1)N[C@H]1CO[C@H]2[C@@H]1OC[C@@H]2n1nnnc1Oc1ccc(-n2cncn2)cc1 | -2.3% | -1.6% | -23.6% | 1.8% | -22.8% | -16.1 | 3.5%
CC1(C)CC2C3=CCC4[C@@]5(C)CC[C@H](OC6OCC(O)C(OC7OC(CO)C(O)C(O)C7O)C6O)C(C)(C)C5CC[C@@]4(C)[C@]3(C)C[C@H](O)[C@@]2(CO)[C@H](OC(=O)c2ccccc2)C1 (stereo partly drawn) | . | . | i | ? | . | -9.4 | .
COC(=O)c1ccccc1S(=O)(=O)N1CCN2C(=O)CNC(=O)C2C1 (stereo not drawn) | -0.7% | 17.2% | -8.5% | -1.4% | -11.2% | 36.4 | -11.9%
COC(=O)c1sc2cccc(F)c2c1S(=O)(=O)Nc1cc(C)c(Cl)cc1OC | -18.9% | . | . | 2.9% | . | -5.6 | .

An excerpt taken from the entries so far, for reference:
SMILES | SNCA expr inhib | Luciferase inh | GPT2 inhibitor | SNCA viab count | NIH3T3 tox | IP6K1 inhibitor | HEK293 tox
CCOC(=O)[C@@H]1CN(C(=O)C(C)C)[C@H]2c3ccc(OC)cc3O[C@@H]12 | . | . | . | . | ? | 6.0 | ?
COCCCNC(=O)c1ccc(CSc2nc3cccnc3n2Cc2ccc(OC)cc2)cc1 | -2.3% | . | . | ? | . | 21.8 | .
O=C(COc1ccccc1)N[C@H]1CO[C@H]2[C@@H]1OC[C@@H]2n1nnnc1Oc1ccc(-n2cncn2)cc1 | -2.3% | -1.6% | -23.6% | 1.8% | -22.8% | -16.1 | 3.5%
CC1(C)CC2C3=CCC4[C@@]5(C)CC[C@H](OC6OCC(O)C(OC7OC(CO)C(O)C(O)C7O)C6O)C(C)(C)C5CC[C@@]4(C)[C@]3(C)C[C@H](O)[C@@]2(CO)[C@H](OC(=O)c2ccccc2)C1 (stereo partly drawn) | . | . | i | ? | . | -9.4 | .

Later entries:
SMILES | SNCA expr inhib | Luciferase inh | GPT2 inhibitor | SNCA viab count | NIH3T3 tox | IP6K1 inhibitor | HEK293 tox
CCOC1CCOC2(CCN(C(=O)c3ccncc3)CC2)C1 (stereo not drawn) | 1.5% | 3.5% | -0.1% | 15.7%[12.5 µM] | 0.2% | 12.8 | -1.5%
COc1ccc(CCNC(=O)c2c(C)noc2-c2cc(OC)cc(OC)c2)cc1 | ? | 0.8% | i | -20.5% | -16.4% | -9.4 | -18.9%
O=C(C1CCCCN1Cc1ccc(-c2ccsc2)cc1)N1CCOCC1 (stereo not drawn) | -1.6% | . | -12.1% | 8.3% | -23.2% | -0.9 | ?
O=C1Nc2ccccc2C12CN(Cc1ccccc1)C2 | -23.6%[87.6 µM] | . | i | -1.3%[87.6 µM] | ? | -14.7 | ?
COc1ccccc1NC(=O)N1C[C@@H]2C[C@H](C1)c1c(-c3ccc(NC(C)=O)cc3)ccc(=O)n1C2 | 11.0% | -3.1% | i | 5.0% | -12.3% | 7.5 | -3.2%
N#Cc1cccc(CN2CCOC[C@H]2c2ncc(-c3ccc(Cl)s3)[nH]2)c1 | 3.5%[87.6 µM] | -8.5%[172 µM] | ? | -10.8%[87.6 µM] | ? | 4.1 | ?
Cc1ccc(NC(=O)N[C@H]2C[C@@H](c3nc(-c4ccccn4)no3)N(C)C2)cc1 | 18.4%[87.6 µM] | 0.5%[172 µM] | -17.9%[88.5 µM] | 2.4%[87.6 µM] | -25.2%[174 µM] | 6.8 | ?
CCOc1ccc(CCNC(=O)c2cc3sccc3n2CC)cc1OCC | ? | . | . | -17.8% | . | 47.7 | .
COc1ccccc1-n1c(=O)c2c3c(sc2n(C)c1=O)CN(C(C)=O)CC3 | 86.5%[activator] | . | . | -18.5% | . | 31.1 | .
COc1ccc(NC(=O)C2CCN(C(=O)c3ncn4c3COC(c3ccc(F)cc3)C4)CC2)cc1 (stereo not drawn) | 55.0%[activator] | ? | i | 3.7% | -13.5% | -15.4 | 1.1%
COc1cc(NC(=O)C(CC(C)C)NS(=O)(=O)c2ccc3c(c2)oc(=O)n3C)c(C(=O)O)cc1OC (stereo not drawn) | 18.2% | . | . | 20.1% | . | 3.1 | .
C=C[C@](C)(CC/C=C(\C)C(=O)O)O[C@@H]1OC[C@H](O)[C@H](O)[C@H]1O | . | . | -0.8%[27.3 µM] | ? | . | 5.8 | .
CC(=O)N1CCCc2cc(S(=O)(=O)N3CCCC(C(=O)N4CCN(c5ccccc5F)CC4)C3)ccc21 (stereo not drawn) | 7.6% | . | . | -6.7% | . | -3.1 | .
CN(C)C[C@@H]1CN(C2CCOCC2)C[C@H]1NC(=O)c1ccccc1C(F)(F)F | 35.5%[activator] | 10.7% | 3.5% | -0.9% | -3.3% | -8.8 | ?
COc1ccccc1CNC(=O)CCC1N=C2c3ccccc3N=C(SCc3ccc(C)cc3)N2C1=O (stereo not drawn) | 27.9% | . | . | -22.9% | . | 2.9 | .
COc1cccc(-c2cc(C3CCN(C(=O)Nc4cc(C)cc(C)c4)CC3)[nH]n2)c1 | -32.8% | -11.9% | -3.3% | -13.2% | ? | 7.3 | 39.8µM*
Cc1cc(OCC(=O)Nc2c(C(=O)c3ccccc3)oc3ccccc23)cc(C)c1Cl | 6.0% | . | . | 9.1% | . | 24.6 | .
O=S(=O)(NCc1ccc(Cl)cc1)c1ccc(N2CCCCS2(=O)=O)cc1 | ? | . | . | 9.2% | . | 20.3 | .
CNC(=O)c1cc(C)nc2onc(C3CCCN3C(=O)Cc3cccc(Cl)c3)c12 (stereo not drawn) | . | . | . | . | -27.6% | 4.9 | -21.5%
COc1ccc(CNc2ncnc3c2CN(C2CCCNC2)C(=O)CN3C)cc1OC (stereo not drawn) | 4.3% | . | ? | -3.3% | -8.2% | -1.1 | 4.9%
CNC(=O)[C@H]1CN(C(=O)c2cc3ccccc3s2)[C@]2(C)C(=O)N(C)c3ccccc3[C@H]12 | 9.5%[25.6 µM] | . | 1.0%[27.3 µM] | -6.8%[23.9 µM] | ? | -5.1 | ?
CC(C)NC(=O)N[C@H]1CCN2C(=O)c3cc(-c4ccc(Cl)cc4)ccc3NC(=O)[C@H]12 | 23.9%[87.6 µM] | -5.0%[172 µM] | 2.6%[88.5 µM] | 2.7%[87.6 µM] | -25.4%[174 µM] | -2.7 | -13.9%[172 µM]
CCOc1ccccc1C(=O)Nc1ccc(S(=O)(=O)Nc2nc(C)cc(C)n2)cc1 | 37.8%[activator] | . | . | 16.0% | . | -8.2 | .
COc1ccc(NC(=O)CN2C(=O)NC3(CCC(C(C)(C)C)CC3)C2=O)cc1 (stereo not drawn) | -16.6% | 3.3% | i | -12.8% | -28.2% | 0.9 | ?
Cc1cnc(C(=O)N2[C@@H]3CC[C@H]2CC(NC(=O)c2ccc(F)cc2)C3)cn1 (stereo partly drawn) | 17.2% | -5.8% | i | -1.3% | -5.2% | 6.1 | 3.4%
CS(=O)(=O)N1CCC(C2CCN(C(=O)Cc3ccc(Cl)cc3)C2)CC1 (stereo not drawn) | 14.0% | -8.4% | i | 4.3%[12.5 µM] | ? | 27.8 | -21.2%
CC1=C[C@@H](CN2CCN(c3ncccn3)CC2)[C@H](C(C)C)C[C@H]1Cc1nnc(Cc2c[nH]c3ccccc23)o1 | -23.7% | -3.8% | 3.8% | ? | ? | -4.7 | 44.7µM*
C[S+](=O)([O-])c1ccc(-c2nc(C(=O)NCc3cccnc3)n3ccccc23)cc1 | 19.9% | . | i | 7.2% | -22.0% | -5.3 | -23.2%
Cc1cc(C)cc(NC(=O)C(CC(C)C)NC(=O)C2CCCCC2)c1 (stereo not drawn) | 1.1% | . | . | 0.5% | . | -6.4 | .
O=C1NC(=NC2CCCC2)C2(CCCN(CC3CC3)C2)N1c1cccnc1 (stereo not drawn) | 19.1% | . | 0.3% | -0.7% | ? | -5.0 | -8.2%
CCOC(=O)c1ccccc1NC(=O)N1CCCN(S(=O)(=O)c2ccc3c(ccn3CC)c2)CC1 | ? | . | . | -19.6% | . | 19.0 | .
CCSc1nnc2c(n1)OC(c1ccc(C)cc1)N(C(C)=O)c1ccccc1-2 (stereo not drawn) | 48.1%[activator] | . | . | -5.4% | . | -8.3 | .

Screens from PubChem.
